Bioassay records deposited in PubChem BioAssay by MTDP.
RNase H inhibition = RNase H inhibition, HIV 1 Gag Pol polyprotein, FRET biochemical assay, screening (AID 372); HIV-1 RT RNase H, FRET RNA/DNA substrate fluorescence; higher % means a stronger effect; one-dose inhibition, % at 10 µM; IC50 in µM for titrated hits; 0.77% of 100,000 active; in the data active = inhibition above about 50%
* = called active by the depositor.

CC(=O)c1c(C)oc2ccc(O)c(N)c12 was read as RNase H inhibition 21%.
`COc1ccc2nc(C)cc(Nc3ccc(Cl)cc3)c2c1` gave RNase H inhibition 16%.
`O=C1C=CC(=NS(=O)(=O)c2cc(Cl)ccc2Cl)C=C1` gave RNase H inhibition 46%.
Screening CCCCn1c(/N=C/c2cc(Cl)ccc2O)nc2ccccc21 returned RNase H inhibition 6%.
CN1CN=C2SC3(COC(c4ccncc4)OC3)C(=O)N2C1 (stereo not given) was read as RNase H inhibition 5%.
Screening CCOC(=O)c1c(NC(=S)NC(=O)c2cccc([N+](=O)[O-])c2C)sc2c1CCCC2 returned RNase H inhibition 7%.
For COc1ccc(C(=O)Nc2nc3ccc(Br)cc3s2)cc1 the results were RNase H inhibition 24%.
CC1=C(C(=O)OCC(C)C)C(c2cccc(O)c2)C2=C(CC(c3ccc(Cl)cc3)CC2=O)N1 (stereo not given) was read as RNase H inhibition 21%.
Screening O=C(NCc1cccnc1)C(=O)Nc1ccc(Cl)c(C(F)(F)F)c1 returned RNase H inhibition 8%.
For COc1ccc(/C(C)=N\N=C2/NC(=O)C(Cc3ccccc3)S2)cc1 (stereo not given) the results were RNase H inhibition 4%.
Cc1cc(Nc2ccc(O)cc2)n2c(nc3ccccc32)c1C#N was read as RNase H inhibition 0%.
`C=CCSc1nnc2c(n1)OC(/C=C/c1ccccc1)N(C(C)=O)c1ccccc1-2` (stereo not given) gave RNase H inhibition 19%.

Retrieved by compound from the entries so far (two):
For COc1ccc(/C(C)=N\N=C2/NC(=O)C(Cc3ccccc3)S2)cc1 (stereo not given) the results were RNase H inhibition 4%.
`C=CCSc1nnc2c(n1)OC(/C=C/c1ccccc1)N(C(C)=O)c1ccccc1-2` (stereo not given) gave RNase H inhibition 19%.

(next part)
Screening CC(=O)C1=C(O)C(=O)N(c2nc3ccccc3s2)C1c1ccccc1Cl (stereo not given) returned RNase H inhibition 13%.
For CCN1C(=O)/C(=C\c2ccccc2OS(=O)(=O)c2ccccc2[N+](=O)[O-])SC1=S the results were RNase H inhibition 19%.
For Cc1cc(C)c(NC(=O)C(C)Sc2nnc(-c3cccc(F)c3)n2-c2ccccc2)c(C)c1 (stereo not given) the results were RNase H inhibition 54%*.
For O=C(Nc1ccc(Cl)cc1)Nc1cc(C(F)(F)F)ccc1Cl the results were RNase H inhibition 4%.
For CC(=O)c1cccc(N/C=C/[N+](=O)[O-])c1 the results were RNase H inhibition 7%.
Screening Cc1ccc(N2C(=O)/C(=C/c3cccn3-c3ccc(Br)cc3)C(=O)NC2=S)cc1 returned RNase H inhibition 21%.
Screening CCOc1ccc(C(O)c2cnc(C(C)C)n2C)cc1 (stereo not given) returned RNase H inhibition 10%.
For Oc1ccc(Br)cc1/C=N/c1ncc(Br)cc1Br the results were RNase H inhibition 0%.
For CC1=C(C(=O)Nc2ccc(Cl)cc2)C(c2cccc3ccccc23)NC(=O)N1 (stereo not given) the results were RNase H inhibition 11%.
`COc1cc(C(=O)N/N=C/c2ccc(OC)c(OC)c2C(=O)O)cc(OC)c1OC` gave RNase H inhibition 0%.
For Cc1cc(Cl)ccc1OCC(=O)NC1CCCC1 the results were RNase H inhibition 0%.
`COc1cccc(/C=N/Nc2ncc(C)c(=O)[nH]2)c1O` gave RNase H inhibition 1%.
For Cc1ccc(S(=O)(=O)Nc2ccc(NC(=O)C3C4C=CC(O4)C3C(=O)O)cc2)cc1 (stereo not given) the results were RNase H inhibition 0%.
`CCOC(=O)c1ccc(N2C(=O)C(=O)/C(=C(/O)c3ccc(OC)cc3)C2c2cccc([N+](=O)[O-])c2)cc1` (stereo not given) gave RNase H inhibition 13%.
For O=[N+]([O-])c1cccc(-c2nc(-c3ccccc3)c(-c3cccs3)[nH]2)c1 the results were RNase H inhibition 0%.
Screening COc1cc2c(cc1NC(=O)c1ccncc1)oc1ccccc12 returned RNase H inhibition 19%.
Screening C=CCN1C(=O)/C(=C\c2ccccc2OCc2ccccc2C)SC1=S returned RNase H inhibition 25%.
Cc1ccc(NC(=O)C(=O)NCc2ccc(/C=N\NC(=O)C(=O)Nc3cc(Cl)ccc3C)o2)cc1C was read as RNase H inhibition 5%.
Cn1c(SCC(=O)N/N=C/c2ccccc2Br)nc2ccccc21 was read as RNase H inhibition 45%.
`COc1cc2ccccc2cc1C(=O)Nc1cccc(-c2nc3cc(C)ccc3o2)c1` gave RNase H inhibition 16%.
`O=C(O)c1ccc(CN2C(=O)c3ccc(-c4nc5ccccc5c(=O)o4)cc3C2=O)cc1` gave RNase H inhibition 6%.
`CS(=O)(=O)N(CC(=O)NCCc1ccccc1)c1cc(Cl)cc(Cl)c1` gave RNase H inhibition 0%.
Screening CCSC(=S)Nc1c(C)n(C)n(-c2ccccc2)c1=O returned RNase H inhibition 0%.
O=C1c2cccc3cccc(c23)C(=O)N1CC1CCN(S(=O)(=O)c2cccs2)CC1 was read as RNase H inhibition 0%.
COc1cc(C2=N/C(=C\c3ccc(OC(C)=O)cc3)C(=O)O2)cc(OC)c1OC was read as RNase H inhibition 0%.
For Cc1ccc(-c2noc(COc3cc(C)cc(C)c3)n2)cc1 the results were RNase H inhibition 10%.
Screening CCc1ccc(NC(=O)C2CC2c2ccccc2)cc1 (stereo not given) returned RNase H inhibition 7%.
For O=C(/C=C(\O)c1ccc(F)cc1)C(F)(F)F the results were RNase H inhibition 0%.
`COc1ccc(OC)c(Nc2nc3cc(C)ccc3cc2C)c1` gave RNase H inhibition 7%.
`CCC(C)OC(=O)C1=C(C)NC2=C(C(=O)CC(c3ccccc3)C2)C1c1ccc(O)cc1` (stereo not given) gave RNase H inhibition 15%.
Cc1ccc(C(=O)CC(=O)c2ccc(Br)cc2)c(O)c1 was read as RNase H inhibition 0%.
`C=CCNC(=O)/C(=C\c1ccc(Br)cc1)NC(=O)c1ccc([N+](=O)[O-])cc1` gave RNase H inhibition 11%.
`Clc1ccccc1Nc1ncnc2c1oc1ccccc12` gave RNase H inhibition 16%.
`CCc1ccc2oc(-c3cc(NC(=O)c4cc(Cl)ccc4Cl)ccc3O)nc2c1` gave RNase H inhibition 8%.
CCCC1CCc2c(sc(NC(=O)c3ccc([N+](=O)[O-])cc3Cl)c2C(N)=O)C1 (stereo not given) was read as RNase H inhibition 6%.
COc1ccc(Br)cc1C(=O)Nc1cc(Cl)c(Cl)cc1Cl was read as RNase H inhibition 1%.
COc1cccc(N2C(=O)/C(=C/c3cccc([N+](=O)[O-])c3)SC2=S)c1 was read as RNase H inhibition 46%.
CCOc1ccc(C2Nc3ccccc3NC3=C2C(=O)CC(c2ccc(OC)cc2)C3)cc1 (stereo not given) was read as RNase H inhibition 19%.
CCOc1ccc(NC(=S)NC(NC(=O)c2ccccc2Cl)C(Cl)(Cl)Cl)cc1 (stereo not given) was read as RNase H inhibition 14%.
For CCC(C)OC(=O)C1=C(C)NC2=C(C(=O)CC(c3ccc(OC)cc3)C2)C1c1ccc(OC(C)=O)cc1 (stereo not given) the results were RNase H inhibition 2%.
CCOC(=O)C1=C(C)N=c2s/c(=C/c3ccco3)c(=O)n2C1c1cccs1 (stereo not given) was read as RNase H inhibition 3%.
For CC12CCC(C/C1=N/NC(=O)c1ccccc1O)C2(C)C (stereo not given) the results were RNase H inhibition 12%.
C=CCSC1=C(C#N)C(c2ccco2)C(C(=O)Nc2ccccc2OC)=C(C)N1 (stereo not given) was read as RNase H inhibition 17%.
Nc1c(Cc2ccccc2)ccc2c1C(=O)c1ccccc1C2=O was read as RNase H inhibition 18%.
`O=C1NC(=S)NC(=O)C1=Cc1ccc(OCc2ccccc2Cl)cc1` gave RNase H inhibition 35%.
CCOC(=O)C1CCCCN1Cc1cc(C)c(OC)cc1C (stereo not given) was read as RNase H inhibition 5%.
For CC1=C(C(=O)OC(C)C)C(c2cccc(Cl)c2Cl)C2=C(CC(C)(C)CC2=O)N1 (stereo not given) the results were RNase H inhibition 33%.
For CCOc1ccccc1NC(=O)c1c(OC)cccc1OC the results were RNase H inhibition 2%.

Entries above that have a nitro group on carbon:
Screening CCOC(=O)c1c(NC(=S)NC(=O)c2cccc([N+](=O)[O-])c2C)sc2c1CCCC2 returned RNase H inhibition 7%.
For CCN1C(=O)/C(=C\c2ccccc2OS(=O)(=O)c2ccccc2[N+](=O)[O-])SC1=S the results were RNase H inhibition 19%.
For CC(=O)c1cccc(N/C=C/[N+](=O)[O-])c1 the results were RNase H inhibition 7%.
`CCOC(=O)c1ccc(N2C(=O)C(=O)/C(=C(/O)c3ccc(OC)cc3)C2c2cccc([N+](=O)[O-])c2)cc1` (stereo not given) gave RNase H inhibition 13%.
For O=[N+]([O-])c1cccc(-c2nc(-c3ccccc3)c(-c3cccs3)[nH]2)c1 the results were RNase H inhibition 0%.
`C=CCNC(=O)/C(=C\c1ccc(Br)cc1)NC(=O)c1ccc([N+](=O)[O-])cc1` gave RNase H inhibition 11%.
CCCC1CCc2c(sc(NC(=O)c3ccc([N+](=O)[O-])cc3Cl)c2C(N)=O)C1 (stereo not given) was read as RNase H inhibition 6%.
COc1cccc(N2C(=O)/C(=C/c3cccc([N+](=O)[O-])c3)SC2=S)c1 was read as RNase H inhibition 46%.

Additional results follow.
For O=C1NC(=O)N(c2ccc(F)cc2)C(=O)/C1=C/c1cnn(-c2ccccc2)c1 the results were RNase H inhibition 10%.
Screening O=C(CN1C(=O)S/C(=C/c2ccccc2F)C1=O)Nc1ccccc1 returned RNase H inhibition 16%.
CCC(CC)NC(=O)c1cccc([N+](=O)[O-])c1C was read as RNase H inhibition 18%.
Screening O=C(CC1(O)C(=O)Nc2ccc(Br)cc21)c1cccc2ccccc12 (stereo not given) returned RNase H inhibition 41%.
Nc1nc(-c2ccc(F)cc2F)cs1 was read as RNase H inhibition 16%.
CN(CCC#N)S(=O)(=O)c1ccc(-c2ccc([N+](=O)[O-])cc2)cc1 was read as RNase H inhibition 17%.
Screening O=C(NCCCn1ccnc1)C(=O)Nc1ccc(F)cc1 returned RNase H inhibition 6%.
Screening O=C(Nc1cccc(C(=O)O)c1)/C(=C\c1ccccc1)NC(=O)c1ccccc1 returned RNase H inhibition 3%.
`O=C(O)CCC(=O)NCCNC(=S)Nc1ccccc1` gave RNase H inhibition 9%.
COc1ccc(C(=O)Nc2cc(C(F)(F)F)ccc2Cl)cc1OC was read as RNase H inhibition 0%.
`CCOC(=O)C1=C(C)N=c2s/c(=C\c3cc(OC)c(OC)cc3[N+](=O)[O-])c(=O)n2C1c1ccccc1Cl` (stereo not given) gave RNase H inhibition 12%.
For COc1ccc(Br)cc1C(=O)Nc1ccccc1C the results were RNase H inhibition 26%.
`O=C(CC(Nc1cccc(Cl)c1)c1ccc(F)cc1)c1ccccc1` (stereo not given) gave RNase H inhibition 17%.
O=C(N=Nc1c(O)[nH]c2ccc([N+](=O)[O-])cc12)c1ccccn1 was read as RNase H inhibition 6%.
Screening CC1CN(C2CCC(c3ccccc3)CC2)CC(C)O1 (stereo not given) returned RNase H inhibition 13%.
COc1ccc(/C=C(/NC(=O)c2ccc(Br)o2)C(=O)NCCC(=O)O)cc1 was read as RNase H inhibition 6%.
Screening O=C(O)CCCNC(=O)c1ccccc1NC(=O)c1ccccc1 returned RNase H inhibition 0%.
For O=C(COc1ccc2ccccc2c1)Nc1ccc(Cl)c(Cl)c1 the results were RNase H inhibition 10%.
COC(=O)c1ccc(C(=O)OC)c(NC(=O)/C=C/c2cccc([N+](=O)[O-])c2)c1 was read as RNase H inhibition 4%.
COc1cc(OC)c(-c2nc(-c3ccccc3)c(-c3ccc(Sc4ccccc4)cc3)[nH]2)cc1OC was read as RNase H inhibition 20%.
`COc1cc(C2Nc3ccc4ccccc4c3C3=C2C(=O)CC(C)(C)C3)cc(OC)c1OC(C)=O` (stereo not given) gave RNase H inhibition 20%.
Cc1ccc(-c2csc(Nc3ccc(Cl)c(Cl)c3)n2)cc1C was read as RNase H inhibition 32%.
Screening Cc1ccc(-c2cc(C(=O)N/N=C/c3cccs3)[nH]n2)cc1 returned RNase H inhibition 14%.
For Cc1c(C(=O)NCCSCc2ccccc2)cccc1[N+](=O)[O-] the results were RNase H inhibition 6%.
Screening COc1ccc(NC(=S)NC(=O)c2ccccc2Cl)cc1 returned RNase H inhibition 5%.
Screening O=C(Nc1ccc(OCc2ccccc2)cc1)c1ccccc1Br returned RNase H inhibition 6%.
CCOC(=O)c1cccc(-n2c(C)cc(/C=c3\sc4nc5ccccc5n4c3=O)c2C)c1 was read as RNase H inhibition 17%.
O=Cc1[nH]c2ccccc2c1Nc1ccc([N+](=O)[O-])cc1 was read as RNase H inhibition 16%.
`Cc1ccc(S(=O)(=O)c2cccc(S(=O)(=O)N3CCCCC3)c2)cc1S(=O)(=O)N1CCCCC1` gave RNase H inhibition 0%.
COc1ccc(CC(=O)NC2CCCC2)cc1 was read as RNase H inhibition 0%.
For Cc1ccc2oc(-c3cc(NC(=O)c4ccc([N+](=O)[O-])o4)ccc3O)nc2c1 the results were RNase H inhibition 0%.
Screening Cc1cccc(NC(=O)c2cc(-c3ccc(Cl)cc3)nc3ccccc23)n1 returned RNase H inhibition 15%.
For Cc1ccc(C(O)C#CC(O)(c2ccccc2)c2ccccc2)o1 (stereo not given) the results were RNase H inhibition 9%.
Screening Cc1cccc(C)c1NC(=O)Cc1ccc(Br)cc1 returned RNase H inhibition 5%.
`Cc1cc2ncn(CC(O)COCC3CC=CCC3)c2cc1C` (stereo not given) gave RNase H inhibition 0%.
Screening CCOc1cc(C2C(C(=O)OC(C)CC)=C(C)NC3=C2C(=O)CC(c2ccccc2)C3)ccc1O (stereo not given) returned RNase H inhibition 19%.

Overlap with the part before: four entries, followed by the next part.
For Cc1ccc(C(O)C#CC(O)(c2ccccc2)c2ccccc2)o1 (stereo not given) the results were RNase H inhibition 9%.
Screening Cc1cccc(C)c1NC(=O)Cc1ccc(Br)cc1 returned RNase H inhibition 5%.
`Cc1cc2ncn(CC(O)COCC3CC=CCC3)c2cc1C` (stereo not given) gave RNase H inhibition 0%.
Screening CCOc1cc(C2C(C(=O)OC(C)CC)=C(C)NC3=C2C(=O)CC(c2ccccc2)C3)ccc1O (stereo not given) returned RNase H inhibition 19%.
`CCCCNCCOc1cc(C)c(Cl)c(C)c1` gave RNase H inhibition 0%.
`COc1ccc2c(c1)-c1c(ssc1=Nc1ccc([N+](=O)[O-])cc1OC)C(C)(C)N2` gave RNase H inhibition 34%.
`O=C(c1cccc2c(Br)cccc12)N1CCN(c2ccc([N+](=O)[O-])cc2)CC1` gave RNase H inhibition 15%.
COc1cc2ccccc2cc1C(=O)NC(=S)Nc1cc(-c2nc3ncccc3o2)ccc1C was read as RNase H inhibition 8%.
Nc1ccc2nc(SCc3ccc(C(=O)O)cc3)sc2c1 was read as RNase H inhibition 6%.

Only part of the results is shown; the hit share may differ from the screen's.
